N370S GC = qHTS Assay for Inhibitors and Activators of N370S glucocerebrosidase as a Potential Chaperone Treatment of Gaucher Disease; 330,000 tested, 0.092% active; Potency, µM (series often up to 59.4 µM), for inactives: at the highest dose activity change, negative = inhibition, usual class: inhibitors; N370S GC spleen homogenate, 4MU-glucoside fluorescence; Lysosomal acid glucosylceramidase (Homo sapiens), P04062; AID 2101, 2009;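 also: 0% = full enzyme activity and -100% = no enzyme basal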
TDP1 cell CPT = qHTS for Inhibitors of human tyrosyl-DNA phosphodiesterase 1 (TDP1): qHTS in cells in presence of CPT | chicken DT40 Tdp1-/-;hTDP1 cells + 20 nM CPT, ATP luminescence, 48 h | Potency, µM (top dose mostly 46.2 µM), for inactives: at the highest dose activity change, negative = growth inhibition, usual class: inhibitors | 420,000 tested, 12% active | AID 686979, 2013; also: nearly all actives have a fitted effect of over 55% in size
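Chicken DT40 Tdp1-/- cells complemented with human TDP1, 400 cells/well, exposed to compounds plus 20 nM camptothecin for at least 48 h at 37 C; viability read as ATP content by CellTiter-Glo luminescence.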
FEN1 inh = qHTS Assay for the Inhibitors of Human Flap endonuclease 1 (FEN1); Recombinant FEN1 flap cleavage, fluorescence, 15 min; Potency, µM (highest dose often 114 µM), for inactives: at the top dose activity change, negative = inhibition, hits mostly inhibitors; AID 588795, 2011; P39748; 390,000 tested, 0.35% active; also: nearly all actives have a fitted effect of over 65% in size
Target sequence (P39748 whole entry, looked up): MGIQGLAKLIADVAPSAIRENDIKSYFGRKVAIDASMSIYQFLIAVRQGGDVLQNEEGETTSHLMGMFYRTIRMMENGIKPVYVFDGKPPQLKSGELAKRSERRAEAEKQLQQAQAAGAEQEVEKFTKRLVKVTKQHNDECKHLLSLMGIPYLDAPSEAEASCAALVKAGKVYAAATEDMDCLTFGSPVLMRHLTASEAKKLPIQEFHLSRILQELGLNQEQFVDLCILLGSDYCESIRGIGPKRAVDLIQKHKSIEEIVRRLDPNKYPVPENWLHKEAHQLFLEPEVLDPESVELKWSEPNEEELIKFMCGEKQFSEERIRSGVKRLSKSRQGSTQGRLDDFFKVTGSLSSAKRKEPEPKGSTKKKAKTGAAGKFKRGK
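Enzyme 10 nM, 15 min RT preincubation with compound; start with substrate 50 nM final; reads at 0 and 15 min; qHTS titration, four-parameter Hill fit.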
The depositor's hits bear a star; ? = inconclusive; / = no result given; & = joins results of further samples; [ ] = remark or other dose. Calls follow the shape of the dose curve; as a rule, active = well fitted curve in the direction sought with a large enough effect; inconclusive = small, poorly fitted or top-dose-only effect, or another doubt; inactive = no such curve, though single readings can be large; an effect the other way counts as inactive or inconclusive. Unless noted, % is scaled to controls: 0 for no effect and ±100 for the full control effect; potency is read from the fitted curve at half-maximal effect.

SMILES	N370S GC	TDP1 cell CPT	FEN1 inh
COC(=O)c1ccc(C23CC4(C2)[C@H](CN(Cc2cccnc2)[C@@H]4c2ccccc2)C3c2ccc(Cl)nc2)cc1 (stereo partly specified)	-5%&3%	?	11%
O=C(O)c1ccc(NS(=O)(=O)c2ccc3c(c2)OCCO3)cc1	-7%	1%	-5%
Cc1cc(Cl)ccc1NC(=O)CCn1nc(C)c2c(C)n(-c3ccccc3)nc2c1=O	/	?	0%
Cc1cc(NC(=O)CSc2nc3ccccc3c(=O)n2C(C)c2ccccc2)no1 (stereo unspecified)	?	?	-22%
Cc1ccccc1C(=O)Nc1cc2c(cc1N1CCCCC1)n(C)c(=O)n2C	/	-82%	?
COc1ccc(CN2C(=O)C(O)(CC(=O)c3ccc4c(c3)OCO4)c3ccccc32)cc1OC (stereo unspecified)	0%	6.3µM*	10%
CCC(=O)N1CCc2cc(Br)cc(S(=O)(=O)CCC(=O)Nc3ccc(Cl)cc3)c21	/	-16%	6%
Cc1ccc(C)c(-n2c(SCC(=O)NCC3CCCO3)nnc2-c2ccoc2C)c1 (stereo unspecified)	-6%	-10%	6%
CC(C)(C)c1ccc2c(c1)C(c1ccc3c(c1)OCO3)CC(=O)O2 (stereo unspecified)	9%[89.1 µM]	-1%	-20%
CC1(C)Oc2ccc3ccc(=O)oc3c2[C@H](O)[C@H]1O	/	7%	51%[activator]
CCOc1ccccc1N1CC(C(=O)Nc2nccs2)CC1=O (stereo unspecified)	-1%	-7%	6%
COc1ccc(-c2cc(C(=O)Nc3sc4c(c3C(N)=O)CCC(C)C4)no2)cc1 (stereo unspecified)	/	-4%	-3%
CCOc1cc(C)c(Cl)cc1S(=O)(=O)NCC1CCCO1 (stereo unspecified)	4%	-13%	6%
Cc1nnc(NC(=O)CSc2ccc(-c3ccc(Cl)cc3)nn2)s1	0%	?	5%
CCN(C(=O)Cc1c(C(=O)O)n(C)c2ccccc12)c1ccc(F)cc1	-3%	4%	1%
O=C(Cn1ncc2c3ccccc3n(Cc3ccccc3F)c2c1=O)NC1CC1	1%	-7%	-5%
C=CCSc1nnc(NC(=O)CSc2nc3ccccc3o2)s1	-8%	23µM*	39%[activator]
CCN1CCN(S(=O)(=O)c2ccc(Cl)c(C(=O)N(CC)CC(=O)Nc3ccc(OC)cc3)c2)CC1	-1%	-23%	-17%
COc1ccc(/C=C2/SC(=O)N(CCNC(=O)C3CCCN3C(=O)c3cccs3)C2=O)cc1 (stereo unspecified)	10%	?	4%
COc1ccc(CC(=O)Nc2nccs2)cc1OC	1%	-14%	2%
CCOc1ccc(CCNC(=O)C2CCN(c3ccc(N4CCOCC4)nn3)CC2)cc1OCC	-1%	3%	8%
CC(OC(=O)Cn1[nH]c(=O)c2ccccc2c1=O)C(=O)Nc1cccc(Cl)c1 (stereo unspecified)	-5%	?	-9%
Cc1ccc(C)n1-c1ccc(NC(=O)c2ccccc2)cc1	-28%	?	2%
CCOC(=O)c1c(/N=C/C2C(=O)CCCC2=O)sc2c1CCCC2	14%	-28%	-4%
CCCn1c(N)c(C(=O)CSc2nnc(-c3ccco3)n2Cc2ccccc2)c(=O)[nH]c1=O	9%[2.35 µM]	-2%	4%
Cc1nc2sc(C(c3ccco3)N3CCN(C(c4ccccc4)c4ccccc4)CC3)c(O)n2n1 (stereo unspecified)	29%	?	1%
Cc1ccc(C)c(NC(=O)CN(C)C(=O)c2ccc3c(=O)n4c(nc3c2)CCC4)c1	/	5%	11%
Cc1nn(C)c(C)c1NC(=O)CSc1nc(C2CC2)nc2c1cnn2-c1ccccc1	-2%	?	-6%
O=C(Nc1ccc2c(c1)OCCO2)c1ccc2nccnc2c1	0%	?	4%
COC(=O)C1=C(C)Nc2ccc(C)cc2S1	-4%	?	2%
Nn1cc(-c2ccccc2)nc1SCC(=O)N1CCN(S(=O)(=O)c2ccccc2)CC1	-1%	-27%	2%
Cc1c(NC(=O)c2cccc(-c3cc4ccccc4oc3=O)c2)cccc1-c1nc2ncccc2o1	0%	26µM*	5%
CCn1cc(/C=C(\NC(=O)c2ccccc2F)C(=O)N2CCCC2)c2ccccc21	-3%	?	-8%
Cn1c(Cc2ccccc2)nnc1SCC(=O)N1CCOCC1	0%	-5%	7%
O=[N+]([O-])c1cccc(Cl)c1NCCNS(=O)(=O)c1ccc(Cl)cc1	-4%	?	-1%
COc1ccc(N2CCN(C(=O)c3sc4ncn(CC(=O)N5CCCCC5)c(=O)c4c3C)CC2)cc1	4%	-25%	22%
COc1cccc(N2CCN(C(=O)CC(C)(C)CC3=NS(=O)(=O)c4ccccc4N3)CC2)c1	2%	15µM*	7%
CC(=O)N(C(C)=O)c1ncnc2c1c(-c1ccc(Cl)cc1)nn2C(C)(C)C	16%	?	10%
Cn1c(=O)[nH]c(=O)c2c1nc(CN1CCN(c3cccc(Cl)c3)CC1)n2CCCc1ccccc1	2%	?	-17%
CCOC(=O)CSc1cc(CS(=O)c2ccc(Cl)cc2)nc(-c2ccccc2)n1 (stereo unspecified)	15%	?	-16%
O=C1N=c2ccccc2=C1c1sc(Nc2cccc(O)c2)nc1O	3%	?	?
Cc1ccc(/C=N/Nc2ccc(C(=O)O)cc2)s1	1%	3%	-10%
Cn1c(SCC(=O)O)nc2sc3c(c2c1=O)CCC3	3%	-14%	1%
CCN(CC)CCNC(=O)c1ccc(NC(=O)c2ccc(F)cc2)cc1	7%	-3%	22%
CCn1c(SCc2c(F)cccc2Cl)nnc1-c1ccco1	7%	?	-3%
CCCn1c(=O)n(-c2ccccc2Cl)c(=O)c2sc3ccccc3c21	/	?	17%
Cc1cccc(OCC(=O)Nc2ccc(S(=O)(=O)Nc3ccccn3)cc2)c1	9%	?	0%
CC(C)(C)c1ccc(OC(=O)c2ccc3nsnc3c2)cc1	2%	6%	-16%
CCN(CCn1cccn1)C(=O)c1cc(COc2ccc(F)c(F)c2)on1	4%	?	-3%
Cc1ccc(SCC2CNc3nc4ccccc4c(=O)n32)c(C)c1 (stereo unspecified)	1%	-16%	-2%

Rewritten bar-delimited: 14 of the compounds above
Molecule | N370S GC | TDP1 cell CPT | FEN1 inh
Cn1c(Cc2ccccc2)nnc1SCC(=O)N1CCOCC1 | 0% | -5% | 7%
O=[N+]([O-])c1cccc(Cl)c1NCCNS(=O)(=O)c1ccc(Cl)cc1 | -4% | ? | -1%
COc1ccc(N2CCN(C(=O)c3sc4ncn(CC(=O)N5CCCCC5)c(=O)c4c3C)CC2)cc1 | 4% | -25% | 22%
COc1cccc(N2CCN(C(=O)CC(C)(C)CC3=NS(=O)(=O)c4ccccc4N3)CC2)c1 | 2% | 15µM* | 7%
CC(=O)N(C(C)=O)c1ncnc2c1c(-c1ccc(Cl)cc1)nn2C(C)(C)C | 16% | ? | 10%
Cn1c(=O)[nH]c(=O)c2c1nc(CN1CCN(c3cccc(Cl)c3)CC1)n2CCCc1ccccc1 | 2% | ? | -17%
CCOC(=O)CSc1cc(CS(=O)c2ccc(Cl)cc2)nc(-c2ccccc2)n1 (stereo unspecified) | 15% | ? | -16%
O=C1N=c2ccccc2=C1c1sc(Nc2cccc(O)c2)nc1O | 3% | ? | ?
Cc1ccc(/C=N/Nc2ccc(C(=O)O)cc2)s1 | 1% | 3% | -10%
Cn1c(SCC(=O)O)nc2sc3c(c2c1=O)CCC3 | 3% | -14% | 1%
CCN(CC)CCNC(=O)c1ccc(NC(=O)c2ccc(F)cc2)cc1 | 7% | -3% | 22%
CCn1c(SCc2c(F)cccc2Cl)nnc1-c1ccco1 | 7% | ? | -3%
CCCn1c(=O)n(-c2ccccc2Cl)c(=O)c2sc3ccccc3c21 | / | ? | 17%
Cc1cccc(OCC(=O)Nc2ccc(S(=O)(=O)Nc3ccccn3)cc2)c1 | 9% | ? | 0%

Following part.
SMILES	N370S GC	TDP1 cell CPT	FEN1 inh
CCN(CC(=O)NCc1cccs1)S(=O)(=O)c1cccc(C(C)=O)c1	-17%	-17%	-5%
Cc1ccccc1C(=O)Nc1ccnn1C1CCN(C(=O)C2CCOC2)CC1 (stereo unspecified)	-1%	5%	16%
COc1cc(C2C(C(C)=O)=C(O)C(=O)N2CCN(C)C)ccc1O (stereo unspecified)	-22%	4%	-1%
O=C1C2(c3ccccc3)CN(CCCO)CC1(c1ccccc1)CN(CCCO)C2	2%	-27%	9%
CCOc1ccccc1NC(=O)c1ccc(S(=O)(=O)N(C)c2ccccc2)cc1	/	-20%	-1%
CCCCN1C(=O)/C(=c2\sc3nc(=O)c(-c4ccccc4)nn3c2=O)c2ccccc21	10%	4%	8%
Cn1c(SCc2nc3ccccc3[nH]2)nnc1-c1ccccn1	-10%	-7%	-9%
CC(O)CSc1nc2c(c(=O)[nH]c(=O)n2C)n1Cc1ccccc1 (stereo unspecified)	1%	-22%	45%[activator]
COC(=O)c1cccc(C23CC4(C2)[C@H](CN(Cc2ccc(C(F)(F)F)cc2)[C@@H]4c2ccccc2)C3c2ccccc2)c1 (stereo partly specified)	-3%&-5%	29µM*	-2%
COc1ccc2cc(C(=O)N3CCN(c4cccc(C)c4C)CC3)[nH]c2c1	1%	-4%	-13%
COc1ccnc(Oc2ccccc2)c1C(=O)N/C=N/OCc1ccccc1F	12%	-15%	-2%
CCNC(=O)OCCC12CC3CC(CC(C3)C1)C2	8%	?	-12%
CN(Cc1ccccc1)Cc1nc2c(c(=O)n(C)c(=O)n2C)n1CCCc1ccccc1	6%	18µM*	-13%
O=C(NCCc1nnc2ccc(NCc3ccccc3Cl)nn12)c1ccccc1	7%	11%	-15%
O=C(O)CSCC(=O)NCc1ccc(Cl)cc1Cl	5%	14%	-2%
C=CCN1C(=O)C(Cc2ccc(F)cc2)S/C1=N/N=C/c1cccs1 (stereo unspecified)	9%	-35%	15%
COC(=O)c1cn(NC(=O)Cn2nc([N+](=O)[O-])c(Cl)c2C)c(=O)c2ccccc12	-2%	5%	-8%
Cc1ccccc1OCCn1c(=O)oc2ccccc21	7%	-14%	16%
CCc1ccc(-n2nc3cc(C)c(N)cc3n2)cc1	?	9%	-5%
CCC(=O)Nc1ccc(S(=O)(=O)Nc2c(C)nc3nc[nH]n3c2=O)cc1	-22%	9%	-5%

Copied from above (2 entries):
SMILES	N370S GC	TDP1 cell CPT	FEN1 inh
COc1ccnc(Oc2ccccc2)c1C(=O)N/C=N/OCc1ccccc1F	12%	-15%	-2%
CCNC(=O)OCCC12CC3CC(CC(C3)C1)C2	8%	?	-12%

More compounds
SMILES	N370S GC	TDP1 cell CPT	FEN1 inh
COc1ccc(Cl)cc1NC(=O)CN(C)C(=O)c1ccc(COc2ccccc2)cc1	-5%	?	-2%
CCc1cccc(C)c1Nc1c(-c2cccc(O)c2)nc2sccn12	/	15µM*	-8%
COc1cc(N)c(Cl)cc1C(=O)OCC(=O)c1ccc2c(c1)NC(=O)CO2	-24%	-25%	2%
CC(C)c1ccc(NC2CCCN(C(=O)CCN3Cc4ccccc4C3=O)C2)cc1 (stereo unspecified)	20%	?	-17%
C=CCc1ccccc1Oc1cc(OC)nc(N)n1	-4%	?	-13%
Cc1ccc(Nc2c(-c3ccccc3O)nc3ncccn23)cc1	9%	?	-28%
Cn1ccnc1C(=O)c1cc(SCC(=O)NCc2ccccc2)nc2ccccc12	10%	6.5µM*	-1%
COc1ccc(/C=N/N2C(=N)SCC2=O)cc1	5%	-15%	5%
COc1ccc(C(=O)CN2CCN(S(=O)(=O)c3ccc(C(C)C)cc3)CC2)cc1	/	?	-11%
O=C(CN(CC1CCCO1)C(=O)CCC(=O)Nc1nccs1)NCc1ccc2c(c1)OCO2 (stereo unspecified)	4%	5%	2%
CCC(C)N1C(=O)CN(C2CCCCCC2)C(=O)C1c1ccccc1F (stereo unspecified)	18%	-1%	3%
Cc1nnc(SCC(=O)NC2CCCCC2)[nH]c1=O	-5%	-23%	-12%
Cc1ccc(OCC(=O)N2CCN(C(=O)c3ccc([N+](=O)[O-])cc3)CC2)cc1	-14%	-8%	-10%
O=C(COc1ccc(Br)cc1CNC1CCCCC1)NCCc1ccccc1	-4%	18µM*	1%
CS(=O)(=O)c1ccc(Cl)c(C(=O)OCC(=O)NC2CCCCCCC2)c1	/	-1%	-11%
CN1Cc2sc(N)c(C#N)c2CC1(C)C	-5%	?	-6%
Cc1cc(C)c2sc(N(Cc3cccnc3)C(=O)CCS(=O)(=O)c3ccccc3)nc2c1	/	4.1µM*	-6%
Cc1ccc(C(=O)C2=C(O)C(=O)N(Cc3cccnc3)C2c2cccc([N+](=O)[O-])c2)o1 (stereo unspecified)	-7%	-5%	-9%

Assay outcomes deposited in PubChem BioAssay by National Center for Advancing Translational Sciences (NCATS).

Some of the compounds tested, so the mix of outcomes need not match the whole.
